Source: PubChem BioAssay (National Center for Advancing Translational Sciences (NCATS))
PLK1 PBD block: inhibitors of human PLK1 polo-box domain binding | P53350 | Plk1 PBD binding of FITC phosphopeptide, fluorescence polarization | Potency, µM, inactives show max response, negative = inhibition, usual class: inhibitors | 360,000 compounds, 2.8% hits | AID 720504; further: potency means the concentration at half of the fitted maximal effect; series mostly up to about 57 µM; on the % scale 0 is the no-effect control and ±100 the full control effect; nearly all actives have a fitted effect of over 65% in size
IL-2 act: activates IL-2 in a cell-based reporter assay. IL-2 activation reporter assay, cell-based qHTS; stimulated with anti-CD3/CD4/CD28 beads; in transgenic mouse T cells. activation, % (series mostly up to about 46 µM). 360,000 compounds, 0.065% hits. AID 652025; in the data active means activation above about 50%; inconclusive means mostly about 30% to 49%; further: 0% is about no effect
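Readout is EGFP and DsRed signal by fluorescent plate cytometry after 18 h at 37 degrees C. Transgenic mouse T cells (750/well) received compound for 60 min before bead stimulation (anti-CD3, anti-CD4, anti-CD28); memory T cells served as non-tolerant control.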
Abeta rescue: compounds reversing amyloid beta toxicity in yeast | AID 1347071 | yeast expressing A-beta42, growth rescue, OD600, 48 h; response scale: 0% DMSO, 100% iron-clioquinol control | 410,000 compounds, 0.063% hits | Potency, µM (highest dose often 46.1 µM), without a hit: top-dose growth rescue, most hits filed as activators; further: potency means the concentration at half of the fitted maximal effect; nearly all actives have a fitted effect of over 55% in size
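Yeast A-beta toxicity model in growth medium with pinned compounds, 48 h at 30 C; growth read as absorbance at 600 nm. Normalized to FeCl3/clioquinol equimolar mix (positive) and DMSO (negative).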
EPAC1 antag: antagonists of human EPAC1 | EPAC1 GEF assay, Rap1b-BODIPY-GDP exchange fluorescence | Potency, µM (titrated, usually from 115 µM), for inactives: at the highest dose activity change, negative = inhibition, actives largely listed as inhibitors | 360,000 compounds, 0.14% hits;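 further: potency means the concentration at half of the fitted maximal effect; plate controls were vehicle for no effect and positive control for full effect; nearly all actives have a fitted effect of over 50% in size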
FUS suppressor: FUS proteinopathy suppression in yeast; S. cerevisiae FUS-expressing, growth rescue, OD600, 24 h; Potency, µM (highest dose often 76.6 µM), for the others: at the highest dose growth rescue (activation), most hits filed as activators; 390,000 compounds, 0.24% hits; AID 1347120;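 further: potency means the concentration at half of the fitted maximal effect; plate controls were DMSO vehicle for no effect and reference control for full effect; nearly all actives have a fitted effect of over 55% in size; some results filed as inactive show a strong effect at the top dose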
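FUS-expressing yeast, raffinose-pregrown, induced in 2% galactose minimal medium at OD 0.005; compounds in a dilution series, 24hr at 30C. Growth restoration read as absorbance at 600 nm. CP55940 positive control, DMSO negative.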
PI5P4K alpha inh: PI5P4K alpha (human) kinase inhibition | PI5P4Kalpha enzyme, ADP-Glo luminescence, 60 min; hits give low values | 330,000 compounds, 1.2% hits | AID 652105 | max response, % | P48426; active means max response of -50% or lower; inconclusive means between -30% and -50%; inactive means -30% or higher; further: value at the top dose of about 77 µM; on the % scale 0 is the no-effect control and ±100 the full control effect
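PI5P4Kalpha ADP-Glo assay; 5 microM ATP final; 60 min RT reaction; HEPES pH 7.4/EGTA/CHAPS, 5% DMSO; controls lacking substrate or enzyme; luminescent end-point.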
WRN inhibitor: WRN helicase (human) inhibition. WRN helicase unwinding, fluorescent forked duplex, kinetic. Potency, µM (top dose mostly 114 µM), for the others: at the highest dose activity change, negative = inhibition, hits mostly inhibitors. 360,000 compounds, 0.46% hits. AID 651768; further: potency means the concentration at half of the fitted maximal effect; on the % scale 0 is the no-effect control and ±100 the full control effect; nearly all actives have a fitted effect of over 55% in size
Target sequence (Q14191 whole entry, looked up): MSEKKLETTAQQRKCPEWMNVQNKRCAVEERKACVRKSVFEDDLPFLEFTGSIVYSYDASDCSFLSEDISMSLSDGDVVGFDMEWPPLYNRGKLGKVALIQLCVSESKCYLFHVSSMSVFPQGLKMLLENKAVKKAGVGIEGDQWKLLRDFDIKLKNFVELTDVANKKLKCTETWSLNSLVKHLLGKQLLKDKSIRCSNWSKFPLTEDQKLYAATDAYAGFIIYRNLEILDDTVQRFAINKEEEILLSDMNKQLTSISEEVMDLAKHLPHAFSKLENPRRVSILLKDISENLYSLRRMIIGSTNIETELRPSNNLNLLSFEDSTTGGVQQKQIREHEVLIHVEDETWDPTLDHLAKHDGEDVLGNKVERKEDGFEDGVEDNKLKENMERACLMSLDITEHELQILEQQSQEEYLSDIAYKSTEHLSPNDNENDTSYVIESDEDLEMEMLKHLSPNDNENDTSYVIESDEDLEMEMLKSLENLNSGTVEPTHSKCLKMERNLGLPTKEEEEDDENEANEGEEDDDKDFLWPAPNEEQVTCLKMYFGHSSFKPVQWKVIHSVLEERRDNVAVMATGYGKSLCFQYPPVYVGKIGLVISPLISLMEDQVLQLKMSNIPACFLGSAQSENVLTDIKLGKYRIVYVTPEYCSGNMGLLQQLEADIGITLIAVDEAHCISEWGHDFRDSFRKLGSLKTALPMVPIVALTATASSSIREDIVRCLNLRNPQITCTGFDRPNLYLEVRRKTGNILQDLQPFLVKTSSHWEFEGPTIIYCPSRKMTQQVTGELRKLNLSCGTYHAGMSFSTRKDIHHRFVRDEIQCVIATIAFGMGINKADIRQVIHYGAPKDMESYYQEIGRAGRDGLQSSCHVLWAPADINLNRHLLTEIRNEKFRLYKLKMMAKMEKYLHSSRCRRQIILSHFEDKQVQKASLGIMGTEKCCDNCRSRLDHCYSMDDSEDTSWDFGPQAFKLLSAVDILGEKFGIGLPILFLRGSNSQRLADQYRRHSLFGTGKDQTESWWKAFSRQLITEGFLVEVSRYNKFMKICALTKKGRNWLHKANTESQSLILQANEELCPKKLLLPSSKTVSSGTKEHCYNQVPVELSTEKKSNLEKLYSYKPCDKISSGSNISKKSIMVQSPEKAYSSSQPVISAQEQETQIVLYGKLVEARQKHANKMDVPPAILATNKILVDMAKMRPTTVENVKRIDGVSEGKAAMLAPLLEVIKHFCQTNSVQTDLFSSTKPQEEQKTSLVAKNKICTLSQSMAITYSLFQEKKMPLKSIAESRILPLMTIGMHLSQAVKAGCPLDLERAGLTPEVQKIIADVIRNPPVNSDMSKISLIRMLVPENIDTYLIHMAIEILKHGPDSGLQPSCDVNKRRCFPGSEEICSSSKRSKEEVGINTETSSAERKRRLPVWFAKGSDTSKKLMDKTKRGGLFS
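WRN at 20 nM final was preincubated with compound for 15 min at room temperature; reaction started with 100 nM forked duplex oligonucleotide carrying fluorophore and quencher plus 2 mM ATP (final). Unwinding followed kinetically by red fluorescence (ex 525/em 598 nm).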
EPAC1 ag: agonists of human EPAC1. 360,000 compounds, 0.073% hits. EPAC1 agonist qHTS, biochemical assay; response scale: 100% = response to 6.5 mM cAMP. Potency, µM (doses to about 154 µM), for inactives: at the highest dose activation, most hits filed as activators. O95398; further: potency means the concentration at half of the fitted maximal effect; nearly all actives have a fitted effect of over 60% in size
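EPAC1 100 nM, Rap1B–BODIPY-GDP 250 nM, unlabeled GDP 50 uM; compound titration; 5 min RT; kinetic read ex480/em540 at 5-min intervals ×30 min; data normalized to 6.5 mM cAMP agonist control.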
An asterisk follows results filed as active; ? = inconclusive; nt = no result given; & = joins results of further samples; [ ] = another dose, or the depositor's remark. Unless noted, the call rests on the fitted dose curve; in most records, active means well fitted curve in the direction sought with a large enough effect; inconclusive means small, poorly fitted or top-dose-only effect, or another doubt; inactive means no such curve, though single readings can be large; an effect the other way counts as inactive or inconclusive. No enrichment for hits; about 4.1% have a hit in one of these screens.

SMILES	PLK1 PBD block	IL-2 act	Abeta rescue	EPAC1 antag	FUS suppressor	PI5P4K alpha inh	WRN inhibitor	EPAC1 ag
CC(=O)NC1(C(F)(F)F)C(=O)Nc2c1c(=O)[nH]c(=O)n2CCc1ccccc1 (centres undefined)	-7%	-0.4	-1%	0%	2%	-19	2%	9%
CC(C)N(C(=O)[C@H]1C[C@H](CC(=O)NCCCN(C)C)C(=O)N2CCc3c([nH]c4cc(-c5ccco5)ccc34)[C@]12C)C(C)C	-5%	-0.5	-25%	-2%	20%	-9	-6%	-19%
CCCn1c(=N)c(C(=O)NCC2CCCO2)cc2c(=O)n3cccc(C)c3nc21 (centres undefined)	?	-0.4	-3%	4%	-4%	-8	16%	0%
CCOC(=O)C1CCCN(C(=O)N2CCOCC2)C1 (centres undefined)	0%	-0.7	3%	-9%	13%	2	12%	6%
COc1ccc(-c2nnc(SCc3cc(C)ccc3C)n2N)cc1	-8%	-0.5	17%	2%	2%	-1	3%	2%
CCN(CC)CCN1C(=O)c2ccccc2NC1c1cccc(F)c1 (centres undefined)	1%	-2.5	3%	17%	27%	nt	-2%	3%
Cc1nc2ccccc2c(=O)n1NC(=O)c1ccc(Cl)cc1	-19%	0.2	-3%	6%	-27%	3	-5%	-12%
CCc1nc2c(OCC3CCCCC3)cccn2c1N(C=O)Cc1ccc(OC)cc1	0%	-0.8	13%	-10%	15%	-7	-5%	1%
CCOc1ccc(N(C)S(=O)(=O)c2ccc(C)c(C(=O)NCc3cccs3)c2)cc1	7%	0.5	-8%	-10%	14%	-1	-5%	2%
Cc1ccc(C(=O)NC2CCSC2=O)cc1 (centres undefined)	1%	-0.9	6%	12%	9%	nt	-11%[57.1 µM]	-2%
CCOc1ccc(Cn2c3ccc(OC)cc3c3nc4ccccc4nc32)cc1OC	-18%	3.6	4%	-23%	nt	3	-4%	-8%
COCCN(C(=O)COC(=O)c1ccc(C)s1)c1c(N)n(Cc2ccccc2)c(=O)[nH]c1=O	-4%	-0.9	1%	3%	-9%	10	-2%	3%
O=C(Nc1ccccc1C(F)(F)F)N1CCCC(O)C1 (centres undefined)	-3%	-0.4	15%	10%	-26%	4	5%	-4%
COc1ccc(Oc2nc(-c3ccccn3)nc3ccccc23)cc1	1%	-3.0	?	-5%	22%	3	-10%	8%
CCCNC(=O)OCCC12CC3CC(CC(C3)C1)C2	5%	0.5	?	-9%	nt	19	-8%	-9%
COc1ccc(CN2CCC(Oc3cc(C(=O)NC4CC4)ccc3OC)CC2)c(O)c1	-11%	-2.9	10%	9%	-6%	7	-4%[11.6 µM]	0%
Cc1ccc(CNC(=O)CCS(=O)(=O)c2cc3c(cc2Cl)NC(=O)CO3)o1	3%	-3.3	-13%	-3%	-4%	-3	7%	-19%
COC(=O)c1cc(C(=O)NCc2ccccc2)c(=O)[nH]c1C	2%	-2.2	-2%	-5%	-2%	-4	1%	2%
COc1ccccc1N1CCN(CCCOc2ccc(F)cc2)CC1	-2%	0.4	-3%	1%	-9%	1	-2%	-7%
CC(C)CN(CCNC(=O)c1cn(C)c2ccc(S(=O)(=O)N3CCCC3)cc2c1=O)CC(C)C	5%	-0.4	-19%&-2%	6%	-26%&5%	3	6%	-15%
Nc1nn(-c2ccccc2)nc1C(=O)OCc1ccccc1	-13%	0.1	0%&12%	?	2%&-13%	11	-6%	4%
Cc1cccc(C=NOCCc2ccccc2)n1	3%	-3.5	13%	-1%	nt	-2	-10%	5%
COc1cc(/C=N/NC(=O)c2cn(-c3cccc(C)n3)cn2)ccc1O	-5%	-1.0	-2%	-2%	19%	-6	-22%	2%
Nc1nc(SCc2ccc(Cl)c(Cl)c2)n[nH]1	4%	0.0	-5%	-20%	15%	11	0%	-3%
COc1cccc(C2C(C#N)=C(N)Oc3c2oc(CO)cc3=O)c1OC (centres undefined)	-6%	-0.8	23%	0%	3%	nt	-1%	0%
COc1ccc(NC(=O)C2(C)CCN2Cc2ccccc2OC(F)F)cc1OC (centres undefined)	7%	-0.5	-6%	?	-17%	5	-1%[57.1 µM]	-12%
COCCn1c(Cc2ccccc2)nnc1SCc1nc2ccccc2c(=O)[nH]1	-5%	-0.4	2%	-22%	19%	0	-5%	13%
COC(=O)c1cccc(NC(=S)NCc2ccc(Cl)cc2)c1	-6%	-0.7	?	5%	-11%	15	-2%	8%
CCc1nc2c(OCCC3CCCCC3)cccn2c1N(C)C(=O)c1cccs1	-15%	-0.8	-38%	-20%	?	?	-12%	1%
COc1ccc(-c2cc(CCCC(=O)N3CCN(c4ccc(OC)cc4)CC3)no2)cc1	0%	-2.6	-1%	8%	15%	-4	-3%	5%

A portion from the list above, for reference:
SMILES	PLK1 PBD block	IL-2 act	Abeta rescue	EPAC1 antag	FUS suppressor	PI5P4K alpha inh	WRN inhibitor	EPAC1 ag
COc1ccccc1N1CCN(CCCOc2ccc(F)cc2)CC1	-2%	0.4	-3%	1%	-9%	1	-2%	-7%
CC(C)CN(CCNC(=O)c1cn(C)c2ccc(S(=O)(=O)N3CCCC3)cc2c1=O)CC(C)C	5%	-0.4	-19%&-2%	6%	-26%&5%	3	6%	-15%
Nc1nn(-c2ccccc2)nc1C(=O)OCc1ccccc1	-13%	0.1	0%&12%	?	2%&-13%	11	-6%	4%
Cc1cccc(C=NOCCc2ccccc2)n1	3%	-3.5	13%	-1%	nt	-2	-10%	5%
COc1cc(/C=N/NC(=O)c2cn(-c3cccc(C)n3)cn2)ccc1O	-5%	-1.0	-2%	-2%	19%	-6	-22%	2%
Nc1nc(SCc2ccc(Cl)c(Cl)c2)n[nH]1	4%	0.0	-5%	-20%	15%	11	0%	-3%
COc1cccc(C2C(C#N)=C(N)Oc3c2oc(CO)cc3=O)c1OC (centres undefined)	-6%	-0.8	23%	0%	3%	nt	-1%	0%
COc1ccc(NC(=O)C2(C)CCN2Cc2ccccc2OC(F)F)cc1OC (centres undefined)	7%	-0.5	-6%	?	-17%	5	-1%[57.1 µM]	-12%
COCCn1c(Cc2ccccc2)nnc1SCc1nc2ccccc2c(=O)[nH]1	-5%	-0.4	2%	-22%	19%	0	-5%	13%
COC(=O)c1cccc(NC(=S)NCc2ccc(Cl)cc2)c1	-6%	-0.7	?	5%	-11%	15	-2%	8%
CCc1nc2c(OCCC3CCCCC3)cccn2c1N(C)C(=O)c1cccs1	-15%	-0.8	-38%	-20%	?	?	-12%	1%

(listing goes on)
SMILES	PLK1 PBD block	IL-2 act	Abeta rescue	EPAC1 antag	FUS suppressor	PI5P4K alpha inh	WRN inhibitor	EPAC1 ag
O=C1NCCN1CCN1C(=O)c2ccccc2NC1c1ccccc1 (centres undefined)	-7%	-1.4	-1%	-22%	15%	5	8%	5%
CCOc1ccc(NC(=O)C2CCC(CNc3c(N4CCC(C)CC4)c(=O)c3=O)CC2)cc1 (centres undefined)	-3%	-0.3	-5%	?	-2%	1	-25%	7%
Nc1nc(Cl)cc(=O)n1Cc1ccc(Cl)cc1	5%	0.2	-1%	-7%	4%	0	-3%	7%
CCc1ccc(N2CC(C(=O)OCC(=O)N(CC)c3c(N)n(Cc4ccccc4)c(=O)[nH]c3=O)CC2=O)cc1 (centres undefined)	3%	1.3	3%	-21%	20%	0	5%	-5%
CCN(CC)CCCOc1ccc(C)cc1Br	-2%	-1.5	4%	-2%	1%	-1	7%	8%
COc1ccc(NC(=O)Cn2c(=O)oc3cc(S(=O)(=O)N4CCCC4)ccc32)cc1	-4%	-2.7	-14%	13%	-10%	3	6%	-11%
C/C=C/C(=O)N1CC2(CC(c3cccc(NC(=O)CC)c3)=NO2)C[C@H]1C(N)=O (some centres undefined)	-11%	0.1	7%	?	-14%	-1	-15%	11%
Cc1ncc(CO)c(CO)c1OCC(O)CN1CCN(c2ccc(F)cc2)CC1 (centres undefined)	-4%	-0.3	-12%	-1%	-19%	-5	8%[57.1 µM]	-10%
O=C(N/N=C/c1ccc([N+](=O)[O-])cc1)c1cccnc1	-11%	-0.3	1%	-13%	?	5	-15%	1%
O=C(CSc1ccccc1)N1CCN(c2ccccc2)CC1	2%	-0.6	18%	7%	11%	-2	1%	3%
O=c1c(Cl)c(N2CCN(S(=O)(=O)c3ccc(F)cc3)CC2)cnn1-c1cccc(Cl)c1	-4%	-3.8	-2%	-11%	-2%	0	1%	0%
CC(C)CCn1cnc2c1c(=O)n(C)c(=O)n2C	3%	0.0	-16%	2%	-1%	1	3%	-11%
Cc1noc(C)c1NC(=O)NC(c1ccccc1)c1ccccc1	-6%	-0.1	-6%	9%	19%	-1	7%	-4%
CCCCOC(=O)c1nc(Cl)c(Cl)c(N)c1Cl	-2%	-1.1	-1%	12%	nt	-1	-15%	-2%
Cc1cnnn1-c1ccc([N+](=O)[O-])cc1	-3%	0.6	7%	4%	35%	0	-8%	9%
O=C1CSC(=S)N1c1cccc(Br)c1	?	-3.8	-30%	-17%	37%	4	-18%	9%
CCc1ccc(CCC(=O)Nc2ccc(Cl)cc2)o1	-7%	-1.9	-26%	-10%	-17%	-1	-9%	-3%
O=C(CCSc1nnc(-c2ccco2)o1)Nc1ccc(Cl)cc1	-3%	-3.0	?	16%	23%	3	-11%	-12%
CC1=NN(C(=O)c2ccco2)C(O)(c2ccccc2)C1 (centres undefined)	0%	0.0	4%	-17%	10%	6	-3%	2%
O=C(O)c1ccccc1SC1CC(=O)N(C2CCCCC2)C1=O (centres undefined)	3%	-2.4	6%	1%	-24%	4	-5%	2%
CC(=O)CSc1ncnc2scc(-c3ccc(F)cc3)c12	-3%	-2.0	-33%[inhibitor]	8%	-5%	-5	5%	0%
